Assay outcomes deposited in PubChem by Fisher Drug Discovery Resource Center.
mcGAS MS inh: mouse cGAS inhibition by mass spec; Q8C6L5; recombinant mouse cGAS, cGAMP by RapidFire MS; inhibition, % at 12.5 µM; 130,000 tested, 0.18% active;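 active = inhibition of cGAS enzyme activity at or above 60%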;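 also: enzyme stimulated by 45 bp dsDNA with ATP and GTP substrates; cGAMP share of summed cGAMP plus half ATP and half GTP signals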
Target sequence (Q8C6L5 whole entry, looked up): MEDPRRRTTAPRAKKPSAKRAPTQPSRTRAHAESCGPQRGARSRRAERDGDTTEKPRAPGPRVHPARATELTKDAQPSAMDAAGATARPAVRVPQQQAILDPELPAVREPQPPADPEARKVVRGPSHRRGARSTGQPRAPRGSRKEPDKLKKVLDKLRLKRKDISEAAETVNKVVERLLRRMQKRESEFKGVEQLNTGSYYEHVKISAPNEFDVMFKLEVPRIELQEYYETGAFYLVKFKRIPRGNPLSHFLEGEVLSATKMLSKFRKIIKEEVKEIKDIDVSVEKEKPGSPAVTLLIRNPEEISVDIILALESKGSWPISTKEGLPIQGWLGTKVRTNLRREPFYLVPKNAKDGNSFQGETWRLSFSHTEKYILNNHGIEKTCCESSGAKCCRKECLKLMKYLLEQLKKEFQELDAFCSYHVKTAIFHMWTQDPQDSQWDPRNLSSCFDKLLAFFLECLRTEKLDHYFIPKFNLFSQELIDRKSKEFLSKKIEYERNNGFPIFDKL
Active calls of the source: *; & = joins results of further samples. A portion of the library; count on the stated rates, not on these rows.

Start of the listing, in advance, five compounds:
canonical_smiles	mcGAS MS inh
CC1(C)ON=C(c2ccccc2)N1c1ccccc1	-11
COCCN(C(=O)CN1CCN(S(=O)(=O)c2ccc3c(c2)OCCCO3)CC1)C1=CCCCC1	3
COc1c(C)cc(Br)cc1C(=O)Nc1nnn(C)n1	-10
COc1cccc(C(=O)NCCN2CCn3cc(OC)c(=O)cc3C2=O)c1	0
Nc1ncc(Cl)cc1[N+](=O)[O-]	-7

Results, repeating the preview:
canonical_smiles	mcGAS MS inh
CC1(C)ON=C(c2ccccc2)N1c1ccccc1	-11
COCCN(C(=O)CN1CCN(S(=O)(=O)c2ccc3c(c2)OCCCO3)CC1)C1=CCCCC1	3
COc1c(C)cc(Br)cc1C(=O)Nc1nnn(C)n1	-10
COc1cccc(C(=O)NCCN2CCn3cc(OC)c(=O)cc3C2=O)c1	0
Nc1ncc(Cl)cc1[N+](=O)[O-]	-7
CCc1nc(CN2CCC(c3[nH]ncc3-c3ccccc3)CC2)c(C)[nH]1	-6
CNC(=O)c1cccnc1N1CCC(N2CCCC(C(=O)N3CCCC3)C2)CC1 (stereo not drawn)	-27
COc1cccc(CC2CN(C(=O)Cc3c[nH]c(=O)n(C)c3=O)CCO2)c1 (stereo not drawn)	-2
CC(C)c1[nH]nc(C(=O)N(CCN(C)C)CCN(C)C)c1Br	-2
Cc1nnsc1C(=O)NCc1ccccc1Cl	14
COCC(=O)N1CCCN(Cc2ccc(-n3cncn3)cc2)CC1	-12
COc1ccc(-c2ccc(/C=C3\SC(=S)NC3=O)o2)c([N+](=O)[O-])c1	65*
OC(c1ccccc1)c1ccccn1 (stereo not drawn)	-1
O=C(NCc1nnnn1-c1ccc(F)c(F)c1)Nc1cccs1	-3
C/C=C(\C)C(=O)N1CCC2(CC1)CN(CC(=O)OC)C(=O)O2	-3
COc1cc(/C=C(\C#N)c2[nH]nc(N)c2C#N)cc(OC)c1O	0
COC(=O)Cn1cnc2c(nnn2Cc2ccc(F)cc2)c1=O	8
Cc1nnsc1C(=O)NC1CCCCCC1	-14
CCSc1ncc(-c2c(-c3ccccc3)ncn2Cc2ncc[nH]2)cn1	-7
CCc1nnc(CN(CC)C(=O)C(C)Oc2cc(C)ccc2C)o1 (stereo not drawn)	9
NC(N)=NC(=O)c1nc(Cl)c(N)nc1N	-4&1&8
Cc1nc(C)n(CC2CCCCN2CC(O)CN2CCOCC2)n1 (stereo not drawn)	-4
CCc1nc(C)sc1CNC(=O)c1sccc1NC(C)=O	-8
COCCCNc1nc2nonc2nc1N(C)Cc1ccccn1	-3
CN(CC(=O)O)c1nc(Cc2ccc(F)cc2)ns1	1
Cc1ccc2c(C(=O)N3CCC(CCO)CC3)cc(C)nc2c1	-26
N#CCn1c(-c2nonc2N)nc2ccccc21	1
Brc1ccccc1OCc1cnn(-c2ccccc2)n1	-1
CC(=NNC(N)=S)C12CC3CC(CC(C3)C1)C2	-12
Cc1nn(-c2ccccc2)c(C)c1CC(=O)N(C)Cc1n[nH]c2c1CCC2	-36
Cc1cc(C)n(C(=O)c2cn(-c3ccc(S(=O)(=O)N4CCCC(C)C4)cn3)cn2)n1 (stereo not drawn)	0
Cc1c(Cl)cccc1N=Cc1nc(-c2ccc(Br)cc2)oc1O	-20
COc1ncccc1-c1nc(N(C)C)nc2c1CCCC2	-5
Cc1cnccc1NCCNC(=O)c1cc2ccccc2s1	-6
CCCn1ncc(C(=O)N2CCc3nnc(C4CCCO4)n3CC2)c1C (stereo not drawn)	10
CC(=O)NC(C)C(=O)N(C)C1CCN(CCc2ccncc2)CC1 (stereo not drawn)	-1
Cc1ccc(-c2cnc(CCC(=O)Nc3nc4ccc(S(C)(=O)=O)cc4s3)o2)cc1C	10
O=C(Nc1ccc2c(c1)OCCO2)c1cc(=O)c(OCc2ccc(F)cc2)c[nH]1	-5
COc1ccccc1/C=C/CN1C[C@H]2C[C@H](O)[C@H](O)C[C@H]2C1	-11
O=c1oc2ccc(Cl)cc2cc1-c1nnc(Nc2cccc3ccccc23)s1	-13
CC(C)(C)OC(=O)N1CCN(C(=O)c2cc3ccccc3cc2O)CC1	-5
N#CC1C(=N)n2ncnc2NC1c1ccc(F)cc1 (stereo not drawn)	5
COc1ccc(NC(=O)N2CCC(Cn3cc(C4CCCC4)nn3)CC2)cc1	-5
Cn1cccc1C(=O)N1CCCCC1CCOC(=O)c1ccco1 (stereo not drawn)	-4
Clc1ccc(-c2cnc(CSc3nnc(C4CC4)n3C3CC3)o2)cc1	-4
CCC1(CC)C(=O)NC(=O)N=C1N	-16
CCOC(=O)C1(Cc2cccc(OC)c2)CCCN(C(=O)C(=O)c2ccccc2)C1 (stereo not drawn)	-6
COc1ccc(CC(=O)N2CCN(S(=O)(=O)c3cc4c5c(c3)CCC(=O)N5CCC4)CC2)cc1	-7
Cc1nc2cccc(C)n2c(=O)c1NC(=O)c1ccc2ccccc2c1	-13
CC1(C(=O)NCc2ccccc2Br)CCN1C1Cc2ccccc2C1 (stereo not drawn)	-13
CCn1c(C2CCN(CC3=Cc4cccc(OC)c4OC3)CC2)n[nH]c1=O	3
CCCc1cc(NC2CC(=O)N(CCc3ccccc3)C2)nc(C)n1 (stereo not drawn)	-10
O=C(O)C1C2C=CC(O2)C1C(=O)Nc1ccc(S(=O)(=O)NCCc2ccccc2)cc1 (stereo not drawn)	-1
CCN(CC(=O)NC)C(=O)c1ccc(C2CCCCC2)cc1	-6
Cc1cccc(CNC(=O)N2[C@H]3CCNC[C@@H]2CC3)c1	-14
CCCC(C(=O)OCC)/C(C)=N\NC(=O)Cc1ccc(OC)cc1 (stereo not drawn)	-2
Cc1ncc(-c2c(-c3ccccc3)ncn2CCNC(=O)c2ccncc2)s1	-19
Cc1cc(C(=O)NC2CCCc3c2cnn3-c2ccc(C)c(C)c2)nc(C)n1 (stereo not drawn)	-6
Oc1ccc(-c2onc3ccc(Cl)cc23)cc1	-3
COc1ccc(/C=C/CN2CCCC(CNC(=O)c3cccs3)C2)cc1 (stereo not drawn)	-7&-5

Some of the entries so far, with each value named.
Molecule: CC(C)(C)OC(=O)N1CCN(C(=O)c2cc3ccccc3cc2O)CC1
  mcGAS MS inh = -5
Molecule: CCCn1ncc(C(=O)N2CCc3nnc(C4CCCO4)n3CC2)c1C (stereo not drawn)
  mcGAS MS inh = 10
Molecule: CCc1nnc(CN(CC)C(=O)C(C)Oc2cc(C)ccc2C)o1 (stereo not drawn)
  mcGAS MS inh = 9
Molecule: COc1cc(/C=C(\C#N)c2[nH]nc(N)c2C#N)cc(OC)c1O
  mcGAS MS inh = 0

(list continues)
canonical_smiles	mcGAS MS inh
COC(=O)c1cccc(C(=O)Nc2c(C)nn(-c3ccccc3)c2C)n1	-7
Cc1cc(Nc2ccccc2)nc(N2CCN(C(=O)CCCc3ccccc3)CC2)n1	-10
CN1C2CCC1CC(OC(=O)C(CO)c1ccccc1)C2 (stereo not drawn)	-5&-2&20
CCN(C(=O)c1ccc2c(=O)n(CC)c(=O)[nH]c2c1)c1ccccc1C	-7
O=C1CN(C(=O)COC(=O)C2SCCc3ccccc32)CCN1 (stereo not drawn)	2
Cc1ccc2c(C)c(C(=O)N3CCC(c4ccncc4)CC3)oc2c1C	-3
COc1cc2nc(COc3cc(Cl)c(Cl)cc3Cl)[nH]c(=O)c2cc1OC	-11
Cc1cc(NCc2ccc3c(c2)OCCCO3)c(C#N)c(C)n1	-8&1
CC(C)OCCS(=O)(=O)N(Cc1ccccc1)c1ccncc1	-26
CC1(C)CC2CC(C)(CN2S(=O)(=O)c2cccc(C(=O)OCC(=O)C(C)(C)C)c2)C1 (stereo not drawn)	-6
CC(=NNC(N)=O)C1CCCCCCCCCCC1	20
N=c1sc(-c2ccccc2)nn1Cc1cccc2cccnc12	-4
O=C(CC(c1ccccc1)c1ccc(Cl)cc1)NCCN1CCOCC1 (stereo not drawn)	-3
COc1ccccc1OCC(=O)N1CCC(Oc2nc3c(C)cccc3s2)CC1	-8
CC(C)n1c(C(=O)O)cc(Br)c1Br	-5
COC(=O)c1ccc(NC(=O)c2cnn(-c3ccccc3)c2)c(C)c1	8
CCOCCCN1C(=O)C(=Cc2c(N3CCCCC3)nc3c(C)cccn3c2=O)SC1=S	-3
COc1c(N2C[C@@H]3CCCN[C@@H]3C2)c(F)cc2c(=O)c(C(=O)O)cn(C3CC3)c12	-8
CC(=O)N1CCC(C(=O)NC(c2ccccc2)C2CCCCC2)CC1 (stereo not drawn)	-1
O=C(CSc1ccc2c(c1)OCCO2)Nc1ccc(-n2cnnn2)cc1	-6

Further results
Molecule	mcGAS MS inh
CC(Nc1ccc(C(=O)N2CCC(Oc3cccnc3)CC2)cn1)c1ncc[nH]1 (stereo not drawn)	2
CCCNC(=O)C1(C)CCN(Cc2cc(-c3ccccc3)nn2C)C1 (stereo not drawn)	-8
Cc1ccccc1CCC(=O)N1CCN(C(=O)c2ccsc2)CC1	6
O=C(c1cc2c(=O)n3ccccc3nc2s1)N1CCOCC1	-10&-3
CCCC(=O)Nc1cc(-c2ccc(OC)nn2)ccc1C	-6
COC(=O)C1CCN(CC(O)COc2ccc(CN(C)Cc3nccn3C)cc2)CC1 (stereo not drawn)	-12
Cc1nc2ccc(Cl)cn2c(=O)c1NC(=O)c1cccc(F)c1	-8
Cc1cc(C)c(CNC(=O)c2ccc(C)c(NC(=O)C3CC3)c2)c(C)c1	-10
CCCCN1C(CC(C)C)=NS(=O)(=O)c2cc(NC(=O)c3cccc(F)c3)ccc21	2
Cc1cc2c(cc1O)NC(=O)CC2c1ccccc1OCCCn1ccnc1 (stereo not drawn)	-10
COc1ccc(CN2CCCC2)cc1Oc1ncc(C(F)(F)F)cc1Cl	-10
C=C1c2ccccc2C(=O)N1CC(=O)NC(C)c1cc(C)ccc1C (stereo not drawn)	-8
CC(C)NC(=O)CCNC(=O)Nc1cccc(-c2ccsc2)c1	-3
Cc1nc(C(C)Nc2ccc(-c3nccn3C)nn2)n[nH]1 (stereo not drawn)	8
O=C(NCCCl)NCc1nnnn1-c1ccc(F)cc1	-9
C=CCn1cnnc1SCC(=O)NC(=O)Nc1ccc(C)c(C)c1	-3
Cc1cccc(OC2CCN(Cc3cn[nH]c3C(=O)O)CC2)c1	-20
COC(=O)C(CCSC)NC(=O)c1cc(Cl)ccc1OC1CCN(C(C)=O)CC1 (stereo not drawn)	-14
Cc1cc(=O)[nH]c2c1c(=O)[nH]n2C1CCCCCC1	10
COC(=O)C1CCN(C(=O)Nc2cccc(-c3ncco3)c2)CC1	-12
OCCN=C1CCc2c1[nH]c1ccc(C3CCCCC3)cc21	-5
CCOc1cc(CNC(CC)CO)ccc1OCC(=O)Nc1cccc(C(F)(F)F)c1 (stereo not drawn)	-18
Cc1nc(Nc2nc3ccccc3o2)nc(C)c1C	-9
O=c1cc(-c2cc(Cl)cc3c2OCOC3)oc2ccc(F)cc12	-12
CC(=O)N1CCN(C(=O)c2cccc(Br)c2O)CC1	-39
Cc1cccc(C2CC(C(=O)Nc3cccc(Cl)c3)CN(C(=O)NC(C)C)C2)c1 (stereo not drawn)	-7
Cc1ccc(CN(C)C(C)c2nc(N)nc(N(C)C)n2)cc1 (stereo not drawn)	3
CC(C)c1ccc(C2=NC(C)(CC(=O)N3CCOCC3)ON2C)cc1 (stereo not drawn)	-14
N#CC1(Br)C(=N)c2ccccc2CC12CCCCC2 (stereo not drawn)	-7
CCCCc1nc(Cl)c(CN2CCN3C(=O)CNC(=O)C3C2)[nH]1 (stereo not drawn)	5
CSc1nc2ccccc2n1Cc1c(C)ccc2ccccc12	-7
Cc1cccc(-c2nn(-c3ccc(F)cc3)cc2C(=O)N2CCN(CCO)CC2)c1	1
CC(=O)c1ccc(OC2CCN(CC(F)(F)F)C2=O)c(C)c1 (stereo not drawn)	-2
COc1ccccc1N1CCN(C2CCCN(C(=O)CCc3c(C)noc3C)C2)CC1 (stereo not drawn)	-10
Cn1cnnc1SCC(=O)Nc1cc(F)ccc1F	9
Cc1nc(CCNC(=O)Cc2c(C)[nH]c3c(F)cccc23)nc2c1CCC2	-5
Cc1cnn(CC(=O)N(C)OCc2ccccc2)c1	-6
Cc1ccc(C)c(OC2C(=O)N(CC3CCCO3)C2c2ccc(F)c(F)c2)c1 (stereo not drawn)	-1
CCC(C(=O)N1CCCN(C)C2(CCN(C)CC2)C1)n1cccn1 (stereo not drawn)	-12
Cc1ccc(C(=O)N(c2cccnc2)C(C)C)cc1Oc1ccncc1	-2
O=C(Nc1ccc(CCO)cc1)C1=CCCCO1	-3
CC(C)C1CC(=NNC(N)=S)C=C2CCCCC21 (stereo not drawn)	-8
CCOC(=O)CSc1nc(CC)nc2c1oc1ccccc12	-2
COc1cccc(CC2CCCN2CC(=O)NCc2cccnc2)c1 (stereo not drawn)	-1
Cc1nc2nc(N3CCN(CCO)CC3)n(C)c2nc1C	-5
CCOc1ccccc1OCCCC(=O)NC(CCSC)c1nc2ccccc2[nH]1 (stereo not drawn)	-4
CCOC(=O)C1=C2N3CCCCCC3=NN2C(=O)NC1(c1ccccc1)C(F)(F)F (stereo not drawn)	19
CN(C(=O)CC1NC(=O)NC1=O)C1Cc2ccccc2C1 (stereo not drawn)	-21
CCc1cc2c(SCc3nc4sc(C(C)=O)c(C)c4c(=O)[nH]3)ncnc2s1	-5
CN=Cc1c(NC)n2c(C)cccc2nc1=O	-12
O=C(Nc1ccccc1Oc1ccccc1)N1[C@H]2CCNC[C@@H]1CC2	-5
CNC(=O)c1cc(Cl)ccc1NCCCOCC(F)(F)F	-1
CC1c2ccsc2CCN1CC(=O)Nc1ccc(F)c(Cl)c1 (stereo not drawn)	-4
COC(=O)COc1ccc(Br)c2ccccc12	-6
O=C(O)CCCCCCN=C1NC(=O)CS1	10
CCCCCOc1ncccc1Br	-2
CC(C)=CC(=O)N1C(CC(C)C)SCC1C(=O)O (stereo not drawn)	3
